From PubChem
LDHA block: LDHA (human) enzyme inhibition | P00338 | purified LDHA, NADH/diaphorase-resazurin fluorescence; stronger effect = lower value | activity change, % (values are at about 110 or 230 µM) | actives 0.15% (n = 480,000) | AID 1347041; in the data active = activity change below about -30%; inconclusive = mostly about -25% to -30%;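 note: plate controls were DMSO wells for no effect and wells without enzyme for full effect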
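Human LDH5 (2 nM) was incubated with 0.06 mM NADH and 0.2 mM pyruvate for 5 min at room temperature in Tris pH 7.4. Remaining NADH was coupled through diaphorase/resazurin, and resorufin fluorescence was read at 0 and 20 min.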
RGS4 inh: blocks human RGS4-accelerated GTP hydrolysis. actives 0.039% (n = 390,000). P49798. Potency, µM (doses to about 114 µM), without a hit: top-dose activity change, negative = inhibition, actives largely listed as inhibitors. AID 504845. Transcreener GDP fluorescence polarization, RGS4-accelerated GTP hydrolysis; note: potency is the fitted concentration of half-maximal effect; % is set by controls: 0 for no effect and ±100 for the full control effect; nearly all actives have a fitted effect of over 75% in size; some results filed as inactive show a strong effect at the top dose
Target sequence (P49798 whole entry, looked up): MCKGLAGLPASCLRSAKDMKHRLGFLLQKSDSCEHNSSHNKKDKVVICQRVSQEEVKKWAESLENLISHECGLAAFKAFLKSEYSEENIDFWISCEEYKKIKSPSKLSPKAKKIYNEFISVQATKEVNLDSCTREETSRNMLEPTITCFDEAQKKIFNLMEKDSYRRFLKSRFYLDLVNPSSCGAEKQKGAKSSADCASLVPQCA
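MLSMR compounds (23 nl, pin-transferred) preincubated 10 min at room temperature with a 500nM (2x) first reagent, then RGS4 at 900nM (2x) plus Transcreener GDP mix added; fluorescence polarization (620/688 nm) read before and after 90 min at 30 °C.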
Apoferritin bind: binds horse apoferritin like a general anesthetic; P02791; apoferritin/1-aminoanthracene competitive binding, fluorescence; Potency, µM (doses to about 77.5 µM), without a hit: at the top dose activity change, negative = displacement, most hits filed as inhibitors; actives 0.074% (n = 350,000); AID 485281; note: potency is the fitted concentration of half-maximal effect; % is set by controls: 0 for no effect and ±100 for the full control effect; nearly all actives have a fitted effect of over 20% in size
Target sequence (P02791 2-175 limits assumed): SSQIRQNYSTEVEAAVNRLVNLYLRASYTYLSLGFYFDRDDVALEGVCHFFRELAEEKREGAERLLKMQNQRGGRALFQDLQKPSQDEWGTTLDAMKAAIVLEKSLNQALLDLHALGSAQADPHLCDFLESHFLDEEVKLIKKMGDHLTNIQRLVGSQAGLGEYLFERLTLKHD
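Probe: 1-aminoanthracene (50% saturated, PBS). Protein: horse-spleen apoferritin, 10 uM. Incubation: 10 min, room temperature. Detection: 380 nm excitation, 535 nm emission. Analysis: normalized response, four-parameter Hill.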
12-LOX inh: blocks human arachidonate 12S-lipoxygenase | P18054 | purified 12hLO, xylenol orange hydroperoxide absorbance | Potency, µM (titrated, usually from 108 µM), for the others: at the top dose activity change, negative = inhibition, hits mostly inhibitors | actives 1.1% (n = 580,000); note: potency is the fitted concentration of half-maximal effect; % is set by controls: 0 for no effect and ±100 for the full control effect
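Hydroperoxide product was detected by ferrous iron/xylenol orange as the 573 to 405 nm absorbance ratio. Arachidonic acid at 40 uM (final) was turned over for 30 min at room temperature by 150 nM human 12hLO, pH 7.0 Hepes buffer, after 15 min compound preincubation.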
ERG-DNA inh: blocks human ERG Ets domain binding to DNA | actives 0.028% (n = 370,000) | Potency, µM (series often up to 76.9 µM), for inactives: at the top dose FP activity, negative = inhibition, most hits filed as inhibitors | fluorescence polarization, His-ERG Ets domain / labelled DNA | P11308 | AID 624246; active = well fitted inhibition curve with a large enough effect in the polarisation, with a control signal flat; inconclusive = small, poorly fitted or top-dose-only effect, or effect the other way, or a change in a side signal; inactive = no such curve, though single readings can be large or run the other way; the % refers to the polarisation;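 note: polarization taken with two DNA probes labelled with fluorescein and Texas red; potency is the fitted concentration of half-maximal effect; % of control where 0% means no effect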
Target sequence (P11308 whole entry, looked up, the tested form may be a part): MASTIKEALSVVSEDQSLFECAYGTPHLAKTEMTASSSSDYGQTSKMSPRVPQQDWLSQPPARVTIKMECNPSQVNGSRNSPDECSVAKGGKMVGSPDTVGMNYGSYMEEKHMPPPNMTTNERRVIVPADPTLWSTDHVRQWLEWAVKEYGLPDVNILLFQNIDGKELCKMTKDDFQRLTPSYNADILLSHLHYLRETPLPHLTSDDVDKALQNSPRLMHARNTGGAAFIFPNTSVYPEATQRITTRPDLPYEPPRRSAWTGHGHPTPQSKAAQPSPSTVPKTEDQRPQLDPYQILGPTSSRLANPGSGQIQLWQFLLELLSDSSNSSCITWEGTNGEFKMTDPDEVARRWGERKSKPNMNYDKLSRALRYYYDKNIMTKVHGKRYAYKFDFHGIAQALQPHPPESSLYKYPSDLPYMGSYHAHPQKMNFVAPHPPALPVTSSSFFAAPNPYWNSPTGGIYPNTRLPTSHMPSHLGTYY
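His-tagged ERG Ets domain (1 uM in the protein solution; 300mM KCl, 50mM Tris-HCl, 1mM EDTA, 1mM DTT, pH 7.5) received compound, then a probe mix of 5 nM fluorescein-DNA and 100nM Texas-615-DNA. Fluorescence polarization was read for both dyes.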
POLB inh: blocks human DNA polymerase beta activity | P06746 | Pol beta primer extension/strand displacement, fluorescence kinetic | Potency, µM (top dose mostly 114 µM), for the others: top-dose activity change, negative = inhibition, hits mostly inhibitors | actives 1.3% (n = 340,000) | AID 485314; note: potency is the fitted concentration of half-maximal effect; % is set by controls: 0 for no effect and ±100 for the full control effect
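Pol beta (10 nM) was preincubated with compound for 15 min at room temperature. The reaction was then started with 50 nM substrate and read immediately and after a further 10 min at room temperature.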
POLH inh: inhibitors of human DNA polymerase eta | actives 1.2% (n = 390,000) | Potency, µM (top dose mostly 114 µM), for the others: at the highest dose activity change, negative = inhibition, hits mostly inhibitors | recombinant Pol eta, fluorescent DNA replication assay; note: potency is the fitted concentration of half-maximal effect; % is set by controls: 0 for no effect and ±100 for the full control effect
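Pol eta (10 nM) was preincubated with compounds for 15 min at room temperature, after which fluorescent replication substrate (50 nM final) was added to start the reaction. Fluorescence was read kinetically at 0 and 10 min.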
APEX1 inh: inhibitors of human APE1 endonuclease | recombinant APE1, TAMRA/BHQ-2 abasic DNA cleavage fluorescence | Potency, µM (top dose mostly 65.8 µM), for inactives: at the top dose activity change, negative = inhibition, hits mostly inhibitors | P27695 | actives 0.35% (n = 350,000) | AID 2517;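 note: potency is the fitted concentration of half-maximal effect; plate controls were vehicle for no effect and reference inhibitor for full effect; nearly all actives have a fitted effect of over 55% in size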
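Readout is kinetic fluorescence (ex 525, em 598 nm) from cleavage of 50 nM TAMRA/BHQ-2 THF abasic duplex by 0.75 nM APE1, compound added 15 min beforehand at RT.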
POLK inh: DNA polymerase kappa (human) inhibition; purified Pol kappa, fluorescent DNA synthesis assay, 10 min; Potency, µM (series often up to 107 µM), without a hit: at the highest dose activity, negative = inhibition, actives largely listed as inhibitors; Q9UBT6; actives 0.53% (n = 400,000); note: potency is the fitted concentration of half-maximal effect; % is set by controls: 0 for no effect and ±100 for the full control effect
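Fluorescent qHTS in 1536-well format: enzyme (10 nM) and compound sat 15 min at room temperature before 50 nM substrate (final) was added. Signal taken at 0 and 10 min; no-enzyme buffer wells were negative controls.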
Active calls of the source: *; ? = inconclusive; . = no result given; & = joins results of further samples; [ ] = dose if it differs, or a comment. Unless noted, calls come from the whole dose curve; as a rule, active = well fitted curve in the direction sought with a large enough effect; inconclusive = small, poorly fitted or top-dose-only effect, or another doubt; inactive = no such curve, though single readings can be large; an effect the other way counts as inactive or inconclusive.

| smiles | LDHA block | Apoferritin bind | 12-LOX inh | ERG-DNA inh | APEX1 inh | RGS4 inh | POLB inh | POLH inh | POLK inh |
| --- | --- | --- | --- | --- | --- | --- | --- | --- | --- |
| O=C(Nc1cccn(Cc2cccc(F)c2)c1=O)NC1CCCCC1 | -13 | ? | -6% | 6% | 5% | -17% | -24% | -13% | -3% |
| CN1CCN(NC(=O)c2cc(-c3ccc(Br)s3)nc3ccccc23)CC1 | -3 | -8% | ? | 0% | 24% | 30% | 18% | 5% | -9% |
| CC(C)N(C(=O)[C@H]1C[C@H](CC(=O)NCC23CC4CC(CC(C4)C2)C3)C(=O)N2CCc3c([nH]c4ccc(Cl)cc34)[C@]12C)C(C)C | 1 | . | -17% | -15% | -3% | 5% | . | -28% | -4% |
| C/C(=N\Nc1ccc([N+](=O)[O-])cc1)c1ccco1 | -12 | -18% | ? | 5% | 4% | 4% | -19% | -15% | -8% |
| CCc1ccc2nc(NC(=O)CSCc3c(C)noc3C)sc2c1 | -11 | -6% | -1% | 1% | 3% | 12% | 5% | -7% | -15% |
| CCCNc1c(NC(=O)c2ccc(OCCC)cc2)c(=O)oc2ccccc12 | -1&3 | 32% | -3%&-11% | -12% | . | 3% | -24% | -10% | 1% |
| CCn1c(=O)n(CC(=O)NCc2ccccc2OC)c(=O)c2ccccc21 | -6 | 2% | 145%[activator] | -4% | 1% | 14% | 3% | -26% | -5% |
| COc1ccc(Cl)cc1NC(=O)Cn1nc(C(F)(F)F)c2c1CCC2 | 1 | -18% | -23% | 1% | . | 18% | -22% | -25% | -20% |
| Cc1ccnc(SCC(=O)N2CCc3ccccc3C2)n1 | -10 | -5% | -3% | -4% | 8% | 4% | -25% | -12% | -13% |
| COc1cccc(N(C(=O)C2COc3ccccc3O2)C(C(=O)NC2CCCCC2)c2ccc(O)cc2)c1 (centres undefined) | . | -10% | -19% | . | 20% | . | 11% | . | . |
| COc1ccccc1NC(=O)C1CCCN(S(=O)(=O)c2c(C)noc2C)C1 (centres undefined) | -3 | -8% | 1% | 10% | 22% | -13% | 12% | -18% | 4% |
| O=C(NC(=Nc1nc2ccccc2o1)NC(=O)c1ccccc1)c1ccccc1 | -7 | -6% | 7% | 6% | 4% | 27% | -2% | -9% | -15% |
| COc1cc(CNc2ccc(NC(C)=O)cc2)ccc1OCc1ccccc1C | -3 | ? | -16% | -16% | 7% | -6% | 0% | -21% | 3% |
| CCN1CCc2c(sc(NC(=O)Cc3ccccc3)c2C(N)=O)C1 | 1 | 37%[activator] | 0% | -2% | 10% | 11% | 0% | -12% | -1% |
| COc1ccc(/C=C2\SC(=S)N(CC(=O)NNC(=O)c3ccncc3)C2=O)cc1 | -6 | -3% | -1% | 25% | 17% | -34% | 30% | -13% | 1% |
| CC(=O)NCCC(=O)Nc1cc(S(=O)(=O)N2CCOCC2)ccc1Oc1ccc(F)cc1 | -7 | . | -17% | 2% | -13% | 13% | . | -12% | -2% |
| CCc1ccc(C2NC(=O)c3[nH]nc(-c4cccc(OC)c4)c32)cc1 (centres undefined) | -7 | -5% | -33% | 1% | . | -5% | -18% | -5% | -24% |
| COC(=O)c1ccc(OC(=O)C23CCC(C)(C(=O)O2)C3(C)C)cc1 (centres undefined) | 2 | -24% | -14% | 2% | -2% | -6% | ? | -4% | 3% |
| COc1ccc(NC(=O)C2=C(C)Nc3nc(SCc4ccc(Cl)cc4)nn3C2c2cccc(OC)c2OC)cc1 (centres undefined) | -3 | 2% | -13% | 9% | . | -9% | -3% | -19% | 0% |
| COc1ccc(-c2nn(-c3ccccc3)cc2/C=N/NC(=S)NC(C)C)cc1OC | -5 | 10% | 35µM* | . | -4% | -23% | 9% | -24% | -6% |
| COc1ccc(NC(=O)C(C)NS(=O)(=O)c2ccc(NC(C)=O)cc2)cc1Cl (centres undefined) | -4 | -10% | 0% | 2% | -5% | -48% | 5% | 5% | 2% |
| CCN(C(=O)COC(=O)c1cc(-c2cccs2)nc2ccccc12)C1CCS(=O)(=O)C1 (centres undefined) | -5 | 165%[activator] | -20% | -6% | 9% | -8% | 11% | -15% | -18% |
| O=C(c1ccc2c(c1)OCO2)N1CCC2(CC1)Oc1ccc(Cl)cc1C(=O)C21CC(c2cccnc2)=NO1 (centres undefined) | -1 | -9% | -18% | 1% | 9% | 13% | 6% | -11% | -16% |
| O=C(NCCc1ccc(Cl)cc1)c1ccc(CSCc2ccc(Cl)cc2)o1 | 3 | 52%[activator] | -24% | -5% | . | -13% | 18% | 2% | -4%[60.1 µM] |
| COc1cccc(/C=C2\SC(=O)N(CC(=O)NCCCn3ccnc3)C2=O)c1 | -1 | -15% | 18% | -4% | 1% | 20% | 19% | 5% | -10% |
| COc1ccc(C(=O)NCc2nnc(SC)n2C2CCCCC2)cc1 | -1 | -7% | 10% | 3% | -3% | 5% | 0% | -5% | -11% |
| Cc1sc2ncnc(SCC(=O)Nc3ccc(S(=O)(=O)N4CCOCC4)cc3)c2c1C | -4 | . | -17% | 1% | 3% | -14% | . | -8% | -2% |
| CCCn1nc(NC(=O)c2cccs2)c2cc3ccc(C)cc3nc21 | 0 | -2% | 77%[activator] | -1% | -4% | -9% | 1% | -23% | -29% |
| Nc1ccc(-c2nc3cc(N)ccc3s2)cc1 | 7 | 454%[activator] | 6% | 1% | 0% | -2% | ? | -2% | -5% |
| CC(=O)NNS(=O)(=O)c1ccc(-c2cc(C(F)(F)F)n(C)n2)s1 | -3 | 31%[activator] | 0% | 5% | -3% | -28% | 2% | -24% | -6% |
| O=C(COC(=O)c1cc(S(=O)(=O)N2CCCC2)ccc1O)Nc1ccc(S(=O)(=O)N2CCOCC2)cc1 | 0 | 4% | -4% | 6% | 0% | 3%[56.9 µM] | 1% | 4% | -1% |
| COc1ccccc1CNC(=O)CNC(=O)c1cn(-c2ccccc2OC)c(=O)c2ccccc12 | -1 | -10% | -3% | -22% | 3% | 6% | 10% | -10% | -1% |
| COc1ccccc1NS(=O)(=O)c1ccc(C)c(C(=O)NC2CCN(Cc3ccccc3)CC2)c1 | -3 | . | 2% | 16% | -12% | -9% | . | -4% | -7% |
| CCc1ccc2ncc(S(=O)(=O)c3ccc(Cl)cc3)c(N3CCN(CC)CC3)c2c1 | -14 | -13% | -30% | 4% | . | 7% | 4% | -7% | 1% |
| COCc1cc(C)nc2sc(C(=O)N3CCCC3)c(N)c12 | -6 | 6% | 1% | 9% | 1% | -17% | -12% | -3% | -6% |
| COc1ccccc1NC(=O)CSc1c2c(nc3ccccc13)CCC2 | 2 | -12% | 10% | 20% | -3% | -20% | 11% | -2% | -8% |
| O=C(O)CCNc1cc(N2CCN(C(=O)c3ccco3)CC2)c2noc3c2c1C(=O)c1ccccc1-3 | 35 | -9% | -11% | 7% | -34% | ? | 18µM* | 3.2µM* | 13µM* |
| CCC1=NC(c2ccccc2OC)N(O)C1(C)C (centres undefined) | -4 | -17% | 4% | -8% | -4% | 4% | 2% | -13% | -4% |
| Fc1ccc(N/N=C/c2cccnc2)c(F)c1 | -4 | -15% | -9% | 0% | -3% | -26% | 0% | -20% | -16% |
| CN(c1ccccc1)S(=O)(=O)c1ccc(C(=O)Nc2nnc(C3CC3)o2)cc1 | -2 | -12% | 9% | 2% | 0% | -12% | 8% | 2% | -24% |
| O=C(N/N=C/c1ccc(OC(=O)c2ccccc2)cc1)c1cccnc1 | -9 | -11% | -6% | 2% | ? | -5% | 50µM* | ? | -33% |
| O=C(CCl)N1c2ccccc2Oc2ccc3ccccc3c21 | 38 | . | ? | -19% | . | ? | . | ? | -10% |
| CCn1c(C(=O)N2CCC(C(=O)NCCc3ccc(C)cc3)CC2)cc2sccc21 | 13 | -12% | -6% | 0% | . | 15% | 14% | -14% | 4% |
| Cc1ccc(S(=O)(=O)N(C)C)cc1NC(=O)CCCNC(=O)c1ccc(Cl)cc1 | -1 | -11% | -20% | 1% | 22% | -19% | -6% | -9% | -3% |
| CCOCCCNC(=O)c1ccc(C2SCC(=O)N2Cc2ccccc2)cc1 (centres undefined) | -3 | -3% | 0% | 11% | 18% | -22% | ? | -16% | 4% |
| O=C1C2C3C=CC(CC3)C2C(=O)N1/N=C/c1c(O)ccc2ccccc12 (centres undefined) | 12 | -3% | 13% | 15% | 1% | -26% | 6% | -1% | -9% |
| Cc1cc(-c2nnc(CCC(=O)NC(c3ccccc3)c3ccccc3)o2)no1 | -4 | -5% | -11% | -4% | -5% | 27% | -2% | -24% | -8% |
| CCc1nnc(NC(=O)CN2CCN(Cc3ccc(F)cc3)CC2)s1 | -8 | -5% | -16% | 0% | 13% | -3% | 10% | -2% | -12% |
| COc1ccc2cc3c(N)nn(C(=O)c4cccc([N+](=O)[O-])c4)c3nc2c1 | -9 | -5% | -4% | 29% | 1% | ? | ? | 0% | -2% |

Reprinted at random: 2 entries already listed.
| smiles | LDHA block | Apoferritin bind | 12-LOX inh | ERG-DNA inh | APEX1 inh | RGS4 inh | POLB inh | POLH inh | POLK inh |
| --- | --- | --- | --- | --- | --- | --- | --- | --- | --- |
| CCc1nnc(NC(=O)CN2CCN(Cc3ccc(F)cc3)CC2)s1 | -8 | -5% | -16% | 0% | 13% | -3% | 10% | -2% | -12% |
| COc1ccc2cc3c(N)nn(C(=O)c4cccc([N+](=O)[O-])c4)c3nc2c1 | -9 | -5% | -4% | 29% | 1% | ? | ? | 0% | -2% |

A portion of the library, so the mix of outcomes need not match the whole.
